# BCR signal inh – qHTS Assay to Find Inhibitors of Chronic Active B-Cell Receptor Signaling; ABC-DLBCL IkBa-CBG/CBR reporter, luminescence ratio, 4 h; Potency, µM (highest dose often 46.1 µM), for the others: at the highest dose ratio change, negative = lower green/red ratio, usual class: inhibitors; 340,000 compounds, 0.05% hits; active means well fitted inhibition curve with a large enough effect in the signal ratio, with a control signal flat, not every such curve was filed as active; inconclusive means small, poorly fitted or top-dose-only effect, or effect the other way, or a change in a side signal; the % refers to the signal ratio;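 further: potency means the concentration at half of the fitted maximal effect; plate controls were basal doxycycline-induced cells for no effect and cells given 10 µM MG132 for full effect; MG132 reads +100%, hits lower the ratio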
#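 Doxycycline induced both beetle luciferases in TMD8 lymphoma cells; IKK-driven degradation limits the IkappaBalpha-fused green signal, while red luminescence normalises for cell number and nonspecific effects. Compounds tested up to 46 uM, 4 hrs.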
# Giardia kill – Small Molecules that selectively kill Giardia lamblia: qHTS. Giardia lamblia trophozoite viability. activity change, % at 7.66 µM, hits read low. 340,000 compounds, 0.15% hits. AID 540267, 2011; in the data active means activity change below about -80%; inconclusive means between about -30% and that limit;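 further: parasites exposed to compound for two days anaerobically before the ATP read; on the % scale 0 is the no-effect control and ±100 the full control effect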
#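 Giardia lamblia trophozoites (100 cells/well) were incubated with compounds for 48 h at 37 deg C under anaerobic conditions. Viability was read as ATP content by one-step luminescence after 15-30 min at room temperature.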
# TCR activator – Activators of T cell receptors: qHTS campaign; primary human leukocytes, anti-CD3, IL-2 HTRF, 48 h; Potency, µM (doses to about 9.22 µM), for inactives: at the highest dose activation of IL-2 secretion, actives largely listed as activators; 330,000 tested, under 10 active; further: % of control where 0% means no effect
#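 Using a-CD3 beads without co-stimulation, primary human leukocytes were exposed to compounds for 48 hr. An HTRF IL-2 kit measured the cytokine, with europium-to-d2 energy transfer producing emission at 665nm upon 320nm excitation.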
# TSHR antag – Antagonists of the Thyroid Stimulating Hormone Receptor: HTS campaign; activity change, negative = inhibition, % at 11.5 µM; TSHR-expressing cells, TSH-stimulated cAMP HTRF, 2 h; stronger effect = lower value; Thyrotropin receptor (Homo sapiens), P16473; 330,000 compounds, 0.2% hits;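 active means activity change below a set negative limit, meaning inhibition stronger than a set level, cut at about -70% in these data; inconclusive means activity change between two set negative limits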; further: on the % scale 0 is the no-effect control and ±100 the full control effect
#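 Freshly harvested TSHR cells receive pin-tooled compound, then EC80 TSH at 4nM final. After 2 hours at 37 deg C, antibody in lysis buffer and cAMP-d2 are added; 30 minutes at ambient temperature precede the HTRF read.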
# Coupling enz – qHTS Assay for Inhibitors of Fructose-1,6-bisphosphate Aldolase from Giardia Lamblia: Coupling assay counterscreen | coupling enzyme system counterscreen, AmpLite Red fluorescence | activity change, negative = inhibition, % at 58.2 µM, hits read low | 290,000 compounds, 0.67% hits | AID 2472, 2010; in the data active means activity change below about -30%; further: on the % scale 0 is the no-effect control and ±100 the full control effect
#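 Activity here indicates interference with the coupling reaction, not aldolase inhibition. Compounds at 57.5 uM final met coupling enzymes for 10 min at RT; substrate and AmpLite Red detection followed, with a 525/598 nm fluorescence read after 20 min.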
# GALK inhibitor – qHTS Assay for Inhibitors of Human Galactokinase (GALK) | Purified GALK, Kinase-Glo residual ATP luminescence | Potency, µM (series often up to 57.5 µM), without a hit: top-dose activity change, negative = inhibition, most hits filed as inhibitors | P51570 | 270,000 compounds, 0.007% hits; further: potency means the concentration at half of the fitted maximal effect; on the % scale 0 is the no-effect control and ±100 the full control effect
# Target sequence (P51570 whole entry, looked up): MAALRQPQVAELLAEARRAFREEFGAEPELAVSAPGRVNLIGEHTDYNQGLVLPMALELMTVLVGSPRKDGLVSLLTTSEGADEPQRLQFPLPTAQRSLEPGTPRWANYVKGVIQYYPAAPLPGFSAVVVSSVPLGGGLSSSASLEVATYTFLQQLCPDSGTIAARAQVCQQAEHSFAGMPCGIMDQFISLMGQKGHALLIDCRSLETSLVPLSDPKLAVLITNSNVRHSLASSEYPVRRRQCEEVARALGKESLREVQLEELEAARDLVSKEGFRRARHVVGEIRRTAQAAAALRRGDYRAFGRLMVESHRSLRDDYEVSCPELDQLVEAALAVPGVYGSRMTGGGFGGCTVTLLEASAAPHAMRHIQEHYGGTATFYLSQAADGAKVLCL
#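 5 nM enzyme, 35 uM ATP, 100 uM galactose, 20 mM HEPES pH8.0, 5 mM MgCl2; 1 h RT; residual ATP by Kinase-Glo Plus luminescence, qHTS format.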
# KCNH2 WT inh – qHTS for Inhibitors of KCHN2 3.1: Wildtype qHTS. 340,000 compounds, 0.37% hits. activity change, % at 1.84 µM. AID 720551, 2013. U2OS, BacMam KCNH2, thallium flux FluxOr; stronger effect = lower value;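 active means maximum activity change below -70%; inconclusive means maximum activity change between -70% and -50%; inactive means maximum activity change above -50%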; further: on the % scale 0 is the no-effect control and ±100 the full control effect
#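 U2OS cells were transduced with wild-type KCNH2 virus (2.03 x 10^8 / mL) for 4 h at room temperature, then cultured overnight at 37 C. Thallium flux was read with FluxOr dye. Rate constants were normalized to DMSO controls.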
# Tb PFK block – qHTS Assay to Find Inhibitors of T. brucei phosphofructokinase. ATP-dependent 6-phosphofructokinase (Trypanosoma brucei brucei), O15648. T. brucei PFK, ADP-Glo luminescence. Potency, µM (series often up to 57.5 µM), inactives show top-dose activity, negative = inhibition, most hits filed as inhibitors. 330,000 compounds, 0.17% hits;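 further: potency means the concentration at half of the fitted maximal effect; 0% = uninhibited 1x PFK enzyme wells and -100% = no-enzyme wells; nearly all actives have a fitted effect of over 60% in size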
# Target sequence (O15648 whole entry, looked up): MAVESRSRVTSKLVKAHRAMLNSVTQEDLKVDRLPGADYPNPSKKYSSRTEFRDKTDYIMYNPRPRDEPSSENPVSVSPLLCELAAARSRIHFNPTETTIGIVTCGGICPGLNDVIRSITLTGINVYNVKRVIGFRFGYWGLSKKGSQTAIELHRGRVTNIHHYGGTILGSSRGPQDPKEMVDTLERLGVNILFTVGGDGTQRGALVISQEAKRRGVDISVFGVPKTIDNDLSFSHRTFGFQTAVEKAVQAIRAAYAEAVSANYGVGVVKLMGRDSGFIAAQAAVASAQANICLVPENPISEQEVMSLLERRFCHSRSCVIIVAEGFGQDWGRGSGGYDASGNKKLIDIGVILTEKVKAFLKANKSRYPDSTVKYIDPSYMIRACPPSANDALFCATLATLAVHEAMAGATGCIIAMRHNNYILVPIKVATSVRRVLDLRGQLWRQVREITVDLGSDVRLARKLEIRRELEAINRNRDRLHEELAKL
#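 ADP-Glo luminescence quantified ADP after 45 min at room temperature, with 1.25 nM T. brucei PFK, 0.1 mM ATP and 0.5 mM fructose-6-phosphate in pH 8.0 TEA buffer. qHTS titrations up to 57 µM; curves classified by quality.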
# CXXC DNA block – qHTS Fluorescence Polarization Assay for Inhibitors of MLL CXXC domain - DNA interaction; Potency, µM (titrated, usually from 115 µM), for the others: at the highest dose activity change, negative = inhibition, most hits filed as inhibitors; 290,000 compounds, 0.037% hits; MLL-CXXC / FITC-HOXA9 DNA fluorescence polarization; active means well fitted inhibition curve with a large enough effect in the polarisation, with a control signal flat, not every such curve was filed as active; inconclusive means small, poorly fitted or top-dose-only effect, or effect the other way, or a change in a side signal; inactive means no such curve, though single readings can be large or run the other way; the % refers to the polarisation; further: potency means the concentration at half of the fitted maximal effect
#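 Fluorescence polarization: 7 uM MLL-CXXC (stock) preincubated 5 min with compounds, then 50 nM fluorescein-HOX-A9 DNA (stock) added; 30 min ambient. Buffer 50 mM Tris-HCl pH 7.5, 50 mM NaCl, 1 mM DTT, 0.05% BSA.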
# AT treatment – qHTS Assay for Identifying a Potential Treatment of Ataxia-Telangiectasia; […] A-T fibroblasts, KAP-1 phosphorylation AlphaLISA; neocarzinostatin DNA damage 30 min before lysis; Potency, µM (doses to about 57.5 µM), inactives show at the highest dose activation, hits mostly activators; 320,000 compounds, 0.19% hits; AID 485349, 2010; further: potency means the concentration at half of the fitted maximal effect; % of control where 0% means no effect; nearly all actives have a fitted effect of over 45% in size
#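 hTERT-immortalized A-T patient fibroblasts ([…]), 500 cells/well in OPTI-MEM, 1% FBS, got compounds for 60 min, then NCS for 30 min at 37C. Lysates were then assayed for phospho-KAP-1 by AlphaLISA (anti-pKAP1 donor, anti-KAP1 acceptor beads), 6 hr at 25C.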
# * hit, by the source's call; ? = inconclusive; . = not tested or not shown; [ ] = another dose, or the depositor's remark. Unless noted, the call rests on the fitted dose curve; in most records, active means well fitted curve in the direction sought with a large enough effect; inconclusive means small, poorly fitted or top-dose-only effect, or another doubt; inactive means no such curve, though single readings can be large; an effect the other way counts as inactive or inconclusive.
# Second line of a record: AT treatment	Tb PFK block	TCR activator	Giardia kill	KCNH2 WT inh	GALK inhibitor	BCR signal inh	Coupling enz	CXXC DNA block	TSHR antag
- CCC1=NN2C(=N)/C(=C\c3ccc(OCCOc4ccc(NC(C)=O)cc4)cc3)C(=O)N=C2S1
    -5.9%	1.3%	-5.7%	0.2	6.1	-5.0%	?	-0.1	23.7%	3.8
- Cc1sc2nc(-c3ccncc3)[nH]c(=O)c2c1-c1ccccc1
    9.1%	0.5%	8.2%[46.1 µM]	.	.	0.5%	-0.7%	4.2	-2.7%	2.7
- O=C(c1cccs1)N1CCN(c2nc3ccc([N+](=O)[O-])cc3s2)CC1
    2.9%	-1.6%	0.1%	-2.8	3.5	.	-12.8%	.	.	-4.6
- COCC(=O)Nc1cc([N+](=O)[O-])ccc1OC
    2.9%	1.2%	-8.6%[46.1 µM]	-3.1	-6.9	-1.8%	-1.9%	-1.5	4.6%	-0.7
- COc1ccc(OCCC(=O)N2CCN(C)CC2)cc1
    -2.1%	2.2%	3.3%	7.7	-2.5	-4.9%	4.2%	0.8	0.2%	25.4
- Cc1cc(NC(=O)CCC(=O)N(c2ccccc2)C(C(=O)NC(C)(C)C)c2ccccc2Cl)no1 (stereo not given)
    10.8%	-0.5%	0.9%	1.5	-0.8	-1.6%	8.6%	0.5	-14.6%	4.1
- CC[C@@H](C)[C@@H]1CN([C@@H](C)CN2CCC[C@H]2CN2C(N)=NC[C@@H]2Cc2ccccc2)C(=N)N1CCCC1CCCC1
    4.2%	-8.7%	-0.9%	-5.0	-1.4	.	0.1%	.	.	-8.0
- CCC1(COC(NC(=O)c2cccnc2)(C(F)(F)F)C(F)(F)F)COC1
    2.2%	-9.8%	3.0%	1.8	3.2	-0.2%	4.2%	2.7	2.3%	-0.7
- N#Cc1ccc(Oc2ccc(/C=N/O)cn2)cc1
    3.6%	-0.6%	2.8%	4.0	-8.5	0.6%	-0.2%	1.4	9.1%	1.1
- O=C(N/C(=C/c1cccc([N+](=O)[O-])c1)C(=O)N1CCCCC1)c1ccco1
    18.5%	0.7%	1.8%	5.9	-4.9	-6.2%	-3.9%	2.9	5.0%	-15.6
- Cc1ccccc1CS(=O)(=O)CCC(=O)NCc1ccc(F)cc1Cl
    7.9%	-6.5%	-0.9%	12.2	-15.8	0.2%	2.1%	.	29.8%	5.3
- O=C(C[n+]1ccc(-c2cc(C(=O)Nc3cccc(C(F)(F)F)c3)c3ccccc3n2)cc1)c1cccc([N+](=O)[O-])c1
    6.3%	4.8%	-12.7%	0.1	10.5	6.5%	0.2%	-0.6	13.6%	-6.8
- CC(C)CN1CCNC(=O)C1CC(=O)NCCc1cnn(-c2ccccc2)c1 (stereo not given)
    -2.3%	-7.2%	1.7%	-6.9	3.0	-0.2%	9.0%	-0.8	-6.1%	-0.8
- O=C(CCl)Nc1cc(S(=O)(=O)N2CCCCCC2)ccc1Cl
    -5.0%	-0.2%	6.2%[46.1 µM]	-5.3	20.7	-3.0%	?	3.1	9.2%	0.6
- COc1ccccc1S(=O)(=O)Cc1ccc(C(=O)NCCCN2CCN(c3ccc(F)cc3)CC2)o1
    0.9%	-0.8%	-4.9%	0.7	52.5	0.7%	-1.6%	0.3	0.3%	-1.0
- Cc1noc(C)c1COC(=O)c1ccccc1Sc1ccccc1C#N
    23.1%	0.6%	0.7%	6.3	1.9	2.1%	?	-7.9	3.0%	-14.6
- Clc1ccccc1OCc1nn2c(-c3ccncc3)nnc2s1
    -1.2%	0.2%	-2.0%	-9.5	-6.0	-6.0%	?	0.1	0.8%	-2.8
- COc1ccc(OC)c(N2C(=O)CC(Cc3cc(C)cc(C)c3)C2=O)c1 (stereo not given)
    5.6%	4.8%	-3.1%[46.1 µM]	6.4	17.1	-2.3%	?	1.1	25.6%	28.9
- COC(=O)[C@]1(CC(C)C)N[C@H](c2ccc(-c3cccc(Cl)c3)cc2)[C@@H]2C(=O)N(C)C(=O)[C@@H]21
    13.7%	-8.4%	2.3%	?	-20.2	.	-8.4%	.	.	-34.2
- Brc1ccc(C2=Nn3cnnc3SC2)cc1
    3.1%	-5.2%	1.9%	3.3	6.0	3.9%	-1.6%	6.5	3.9%	4.9
- O=C(Nc1ccnc(-c2cccnc2)n1)c1ccc(Cl)c(Cl)c1
    8.1%	-3.7%	1.5%	6.8	-0.6	-3.1%	?	0.1	3.2%	2.3
- N/C(=N\OC(=O)c1ccc([N+](=O)[O-])cc1)c1ccc(Br)cc1
    4.0%	-0.8%	1.8%	-10.5	7.9	4.3%	7.0%	-0.4	18.8%	1.3
- O=[N+]([O-])c1cccc(S(=O)(=O)c2cccc([N+](=O)[O-])c2)c1
    3.1%	0.5%	-6.1%	?	5.3	0.7%	?	-3.8	?	-3.2
- Cc1cccc(C(=O)Nc2nnc(C3=COCCO3)o2)c1
    -2.1%	2.0%	-2.2%	11.5	6.1	-3.2%	?	-5.1	9.3%	18.8
- CCN(CC)NC(=O)Nc1ccccc1
    -8.9%	-3.3%	-9.5%	16.6	2.5	2.2%	12.5%	4.9	4.5%	3.8
- CC1CCN(C(=O)Cn2c(=O)n(CCCC(=O)NCc3ccco3)c(=O)c3sccc32)CC1
    6.3%	0.7%	-0.1%	-1.3	-7.6	-2.7%	0.4%	-0.9	-4.1%	-9.5
- CC(=O)c1nc2ccccc2n1S(=O)(=O)c1ccc(C)cc1
    .	-8.3%	-10.1%	0.6	-9.1	-2.4%	?	-1.4	0.1%	14.9
- O=C(OCc1cc(=O)n2c(n1)sc1ccccc12)c1ccc(O)cc1O
    5.3%	4.5%	-5.8%	20.7	-0.5	1.4%	?	0.7	0.5%	-10.3
- Cc1cccc(/C=N/Nc2cc(N3CCOCC3)nc(N3CCOCC3)n2)c1
    -2.2%	-0.8%	12.3%[46.1 µM]	30.8[activator]	-20.7	0.1%	?	-1.5	-3.5%	-15.6
- Cc1ccc(S(=O)(=O)N(CC(=O)Nc2cccnc2)c2cccc([N+](=O)[O-])c2)cc1
    10.0%	0.6%	-32.7%	-1.8	12.2	5.1%	-0.2%	.	-10.4%	-0.9
- Cc1cccc(CC(=O)NC2CCCCCC2)c1
    0.9%	-4.2%	0.4%	-2.6	7.3	3.0%	2.7%	2.1	4.9%	1.5
- COC(=O)c1ccc(OC(=O)/C=C/c2ccco2)cc1
    -7.4%	-9.5%	3.5%	15.6	2.8	0.0%	?	0.3	28.5%	-2.1
- O=C(CCCCCn1c(SCc2ccncc2)nc2ccccc2c1=O)NCc1ccco1
    -0.1%	?	-5.0%[46.1 µM]	6.4	28.0	-0.5%	3.2%	2.4	0.1%	-15.5
- O=C(CN1CCN(Cc2ccccc2)CC1)N1CCN(c2ccccc2)CC1
    3.6%	0.7%	10.9%	23.4	3.5	-2.0%	-8.0%	0.0	0.7%	-9.1
- CCOc1ccc(OCCOc2ncnc3ccccc23)cc1
    -1.1%	-3.1%	-5.7%	-9.7	-9.2	.	-1.2%	0.7	-3.6%	-17.0
- COc1cc(N=c2ssnc2Cl)cc(OC)c1OC
    -5.0%	?	9.5%	0.7	0.4	-0.2%	?	2.2	3.6%	-9.4
- CCNc1nc(NC(C)C)nc(Oc2ccc(/C=N/O)cc2)n1
    0.5%	-4.9%	1.0%	4.3	0.5	-0.1%	?	1.0	?	10.0
- COc1cccc(/C=N/NC(=O)CNC(=O)c2ccco2)c1O
    -11.4%	1.0%	-3.2%	-5.4	-15.3	2.7%	-2.8%	3.0	6.6%	1.2
- CCOc1cc(C(N)=O)cc(OCC)c1OCC
    8.1%	3.3%	1.4%	23.9	8.9	7.5%	3.8%	1.7	-4.3%	-1.1
- Cc1ccc(S(=O)(=O)NC(C(=O)OCC(=O)NC2CCS(=O)(=O)C2)C(C)C)cc1 (stereo not given)
    .	1.0%	-6.2%	-10.2	-16.1	1.1%	0.2%	0.2	8.9%	25.0
- Cc1ccc(S(=O)(=O)N2CCC3(CC2)OCCO3)c(C)c1
    9.8%	-6.0%	-3.3%	-3.9	5.1	6.2%	1.1%	.	-0.3%	-9.0

# Screens from PubChem BioAssay.
